From PubChem
HDAC3 inhib – HDAC3 deacetylase inhibitors, primary screen, biochemical, fluorescence, cell-free homogeneous; Histone deacetylase 3 (Homo sapiens), O15379; recombinant HDAC3, fluorogenic peptide/trypsin coupled; inhibition, % at 8.3 µM; 320,000 compounds, 0.15% hits; AID 2718, 2010; in the data active = inhibition above about 26%, passing the limit was not always enough
Target sequence (O15379 whole entry, looked up): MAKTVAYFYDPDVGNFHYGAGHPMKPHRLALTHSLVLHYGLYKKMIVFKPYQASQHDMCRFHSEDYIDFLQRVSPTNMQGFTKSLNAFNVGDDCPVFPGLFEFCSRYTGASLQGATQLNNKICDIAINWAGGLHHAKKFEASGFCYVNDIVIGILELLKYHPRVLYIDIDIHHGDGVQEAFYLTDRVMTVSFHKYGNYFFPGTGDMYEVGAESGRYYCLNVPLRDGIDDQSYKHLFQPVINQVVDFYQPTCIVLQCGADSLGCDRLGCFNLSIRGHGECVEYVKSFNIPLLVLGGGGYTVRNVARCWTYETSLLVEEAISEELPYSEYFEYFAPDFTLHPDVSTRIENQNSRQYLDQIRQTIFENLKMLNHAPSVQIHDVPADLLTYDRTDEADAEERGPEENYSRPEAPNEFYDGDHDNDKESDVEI
DYRK1A inh – rat Dyrk1A kinase inhibitors, primary screen, biochemical, single point, plate reader; Dual specificity tyrosine-phosphorylation-regulated kinase 1A (Rattus norvegicus), Q63470; ADP-Glo luminescence, NFATc1 peptide; inhibition, % at 12.5 µM; 310,000 compounds, 0.43% hits; AID 504441, 2011; in the data active = inhibition above about 50%;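 also: plate controls were vehicle with enzyme for no effect and no enzyme for full effect; many of its hits are not listed in these tables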
KCNK3 inh – human KCNK3 channel inhibitors, primary screen, CHO cells, FluxOR thallium flux, B-score; Potassium channel subfamily K member 3 (Homo sapiens), O14649; AID 602410, 2012; FluxOR fluorescence; hits give low values; 340,000 compounds, 0.84% hits; B-score at 10 µM;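 active = B-score under library mean minus 4 SD, starting fluorescence ratio at most library mean plus 5 SD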;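 also: more negative B-score means stronger inhibition of thallium flux through KCNK3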
Target sequence (O14649 whole entry, looked up): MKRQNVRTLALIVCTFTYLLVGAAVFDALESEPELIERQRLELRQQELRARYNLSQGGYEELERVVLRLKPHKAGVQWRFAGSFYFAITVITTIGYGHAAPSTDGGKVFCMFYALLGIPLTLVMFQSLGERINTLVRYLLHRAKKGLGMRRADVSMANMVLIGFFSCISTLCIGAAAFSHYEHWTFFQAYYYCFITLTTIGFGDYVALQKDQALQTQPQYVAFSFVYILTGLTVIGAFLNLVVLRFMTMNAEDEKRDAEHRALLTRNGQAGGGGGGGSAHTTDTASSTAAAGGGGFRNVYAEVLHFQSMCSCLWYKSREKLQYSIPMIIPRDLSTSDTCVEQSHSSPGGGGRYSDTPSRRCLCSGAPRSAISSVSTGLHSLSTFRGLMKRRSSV
ANO1 activ – TMEM16A chloride channel activators or potentiators, primary screen, cell-based, HTS; B-score at 10 µM; 340,000 compounds, 0.3% hits; HEK293 TMEM16A/YFP-H148Q/I152L, iodide quench fluorescence; hits give low values; Anoctamin-1 (Mus musculus), Q8BHY3;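 active = fluorescence-ratio B-score plate-corrected deviation score at least 3 library SD below zero, with starting fluorescence score within 5 deviations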;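 also: channel opened by trigger with iodide after compound preincubation; score built on the fluorescence ratio of max minus min over baseline; more negative score means more quench and so TMEM16A activation or potentiation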
* hit, by the source's call; i = inactive.

No.	SMILES	KCNK3 inh	ANO1 activ	HDAC3 inhib	DYRK1A inh
1	CC(C(=O)NC1CCCc2ccccc21)N1C(=O)C2CCCCC2C1=O (stereo not given)	i	i	-2	1
2	Cn1nccc1C(=O)OCC(=O)Nc1cccc(Cl)c1	i	i	1	1
3	Cc1ccc(NC(=O)[C@@H]2CCCN2S(=O)(=O)c2ccc(Cl)cc2)cc1	i	i	-2	2
4	O=C(COC(=O)c1ccc(C(F)(F)F)cc1)Nc1cccc(S(=O)(=O)N2CCCCC2)c1	i	i	-6	6
5	CC1CCC2(CC1)NC(=O)N(CC(=O)NC1CCCCC1C)C2=O (stereo not given)	i	i	2	-4
6	Cc1ccc(NC(=O)COC(=O)c2ccc(CN3CCCC3=O)cc2)c(Cl)c1	i	i	-2	-3
7	COc1ccc(S(=O)(=O)Nc2cccc3c2O[C@H](CN(C)S(=O)(=O)c2cn(C)cn2)[C@@H](C)CN([C@H](C)CO)C3=O)cc1	i	i	-4	3
8	CC(C)C(NC(=O)c1ccco1)C(=O)OCC(=O)NCCc1ccccc1 (stereo not given)	i	i	4	0
9	CC(C(=O)N1CCc2ccccc21)N(C)CC(=O)Nc1ccc(F)cc1 (stereo not given)	i	i	-9	9
10	CCOc1ncccc1C(=O)OCC(=O)c1ccc(Br)s1	i	i	12	4
11	C=CCC[C@H](Cc1ccc(F)cc1)C(=O)OC[C@@H](NC(=O)[C@@H](CC=C)CC(=O)N[C@@H](CO)Cc1ccccc1)C(C)(C)C	i	i	32*	1
12	COc1cc(OC)cc(-c2sc3ccc(OC)cc3c2C#CC2(N)CCCCC2)c1	i	i	4	2
13	Cc1ccc(/C=C/S(=O)(=O)NCCC(=O)NCc2ccccc2F)cc1	i	i	-3	2
14	Cc1c(NS(=O)(=O)c2cc(C(=O)N(C)Cc3ccccc3)ccc2Cl)c(=O)n(-c2ccccc2)n1C	i	i	3	0
15	O=C(COC(=O)/C=C/c1cccc(Br)c1)NCc1cccs1	i	i	-9	-1
16	O=C(CN1C(=O)NC2(CCCCCCC2)C1=O)Nc1ccc(Cl)cc1	i	i	4	-3
17	COc1cccc(N2CCN(C(=O)CC(NC(=O)c3ccccc3)c3ccccc3)CC2)c1 (stereo not given)	i	i	0	9
18	O=C(CSc1nc2ncc(Cl)cc2[nH]1)N1CCOCC1	i	i	-1	7
19	CN(C(=O)c1ccc(NC(=O)Cc2ccc(NC(=O)C3CCCN(C(=O)c4ccccc4)C3)cc2)cc1)C1CC1 (stereo not given)	i	i	0	-5
20	COc1cc(OC)cc(-c2sc3ccc(OC)cc3c2C#CCCO)c1	i	i	-2	8
21	CCc1noc(C)c1C(=O)N1CCN(S(=O)(=O)c2ccc(Cl)cc2)CC1	i	i	-3	3
22	CC1CCC(NC(=O)CSc2nnnn2C)CC1 (stereo not given)	i	i	-3	12
23	COc1ccc(Cl)cc1NC(=O)CN1C(=O)NC(Cc2c[nH]c3ccccc23)C1=O (stereo not given)	i	i	-2	3
24	CCCCC(=O)OCc1c(-c2cccc(OC)c2)ncc2ccccc12	i	i	0	1
25	Cc1ccc(NC(=O)COC(=O)C2(CC(=O)NC(C)C)CCCC2)cc1C	i	i	-6	-2
26	O=C(OCC(=O)N1CCOCC1)c1cccc(S(=O)(=O)Nc2ccc(F)cc2)c1	i	i	2	-4
27	Cc1noc(C)c1COc1ccccc1C(=O)NNC(=O)c1ccccc1F	i	i	-6	2
28	C/C(N)=C(/C#N)C(=O)COC(=O)C1CCN(S(=O)(=O)c2cccs2)CC1	i	i	-8	-3
29	Nc1cc(=O)[nH]c(SCC(=O)Nc2ccc(S(=O)(=O)N3CCCC3)cc2)n1	i	i	-1	-2
30	COc1ccc(-c2c(C#Cc3ccc(N(C)C)cc3)c3ccccc3n2C)cc1	i	i	-5	9
31	C[C@H](CO)N1C[C@H](C)[C@@H](CN(C)C(=O)Nc2ccccc2)Oc2ccc(NC(=O)NC3CCCCC3)cc2C1=O	i	i	-3	10
32	CN(C(=O)CSc1ncnc2sccc12)C1CCCCC1	i	i	-1	3
33	COc1ccc(C(CNC(=O)c2cccc(S(=O)(=O)N3CCCCC3)c2)N2CCCC2)cc1 (stereo not given)	i	i	2	8
34	NC(=O)c1cc(Cl)ccc1OCC(=O)Nc1ccc2c(c1)OCO2	i	i	6	6
35	CC(C)c1cccc(-c2ccc3c(c2)S(=O)(=O)c2cccc(C(=O)NC4CCCC4)c2C3=O)c1	i	i	-5	-9
36	Cc1ccsc1C(=O)OCC(=O)NC1CC1	i	i	-1	1
37	CCCc1ccc(C(=O)COC(=O)CN2C(=O)NC3(CCCCC3C)C2=O)cc1 (stereo not given)	i	i	16	11
38	CC(Sc1nnc(-c2ccccc2)c(-c2ccccc2)n1)C(=O)NCC1CCCO1 (stereo not given)	i	i	-7	3
39	C=CC[C@@H](CC(=O)N(CCO)Cc1ccccc1)C(=O)N[C@@H](COC(=O)[C@@H](CC=C)Cc1ccc(F)cc1)Cc1c[nH]c2ccccc12	i	i	39*	1
40	CN(C(=O)c1ccc(NC(=O)Cc2ccc([N+](=O)[O-])cc2)cc1)C1CC1	i	i	-1	-6
41	COc1ccc(S(=O)(=O)NC(CC(C)C)C(=O)NC(C)c2cccs2)cc1 (stereo not given)	i	i	0	1
42	O=C(COC(=O)c1ccc(-n2cnnn2)cc1)Nc1cc(Cl)ccc1F	i	i	1	-2
43	COc1cc(OC)cc(C(=O)OCC(=O)c2ccc(S(=O)(=O)N3CCCCC3)cc2)c1	i	i	2	-1
44	COc1ccccc1/C=C/C(=O)OCC(=O)NC1CCCCCCC1	i	i	-1	-2
45	COc1ccccc1N1CCN(C(=O)c2cccc(S(=O)(=O)NCc3cccnc3)c2)CC1	i	i	3	8
46	Cc1cc(C(=O)OC(C)C(=O)NC2CCCCC2)c(C)o1 (stereo not given)	i	i	-3	2
47	O=C(c1ccco1)N1N=C(c2ccc(Br)cc2)CC1c1ccco1 (stereo not given)	i	i	9	0
48	CS(=O)(=O)c1ccc(Cl)c(NC(=O)C2CCN(S(=O)(=O)c3cccs3)CC2)c1	i	i	-3	3
49	Cc1cc(C)c(NC(=O)CNC(=O)c2ccc3c(=O)n4c(nc3c2)CCC4)c(C)c1	i	i	-1	-2
50	Cc1ccccc1[C@@]1(C)ON(c2ccccc2C(F)(F)F)C1=O	i	i	-3	6

(cont.)
No.	SMILES	KCNK3 inh	ANO1 activ	HDAC3 inhib	DYRK1A inh
51	O=C(Nc1ccc(F)c(S(=O)(=O)N2CCOCC2)c1)C1CCCCC1	i	i	1	-2
52	O=C(Cc1ccc(Cl)cc1)OCC(=O)c1ccc[nH]1	i	i	-2	-4
53	COc1ccc(NC(=O)Nc2cccc3c2O[C@H](CN(C)Cc2ccc(-c4ccccc4)cc2)[C@@H](C)CN([C@H](C)CO)C3=O)cc1	i	i	0	-3
54	N#CC1(NC(=O)CSc2nnc(Nc3ccccc3F)s2)CCCC1	i	i	-3	-1
55	CC(Oc1cccc(F)c1)C(=O)Nc1ccc(N2CCOCC2)cc1 (stereo not given)	i	i	-1	3
56	C[C@@H]1CCCCCCCCC(=O)OCCN(C(=O)OC(C)(C)C)[C@H](C)CCCCCCCCC(=O)OCCN(C(=O)OC(C)(C)C)[C@H](C)CCCCCCCCC(=O)OCCN(C(=O)OC(C)(C)C)[C@H](C)CCCCCCCCC(=O)OCCN1C(=O)OC(C)(C)C	i	i	-6	-3
57	O=C(COC(=O)Cc1cccs1)NCC(=O)Nc1ccc(F)cc1	i	i	1	1
58	O=C1NC[C@H](c2ccccc2)OC(=O)[C@H](Cc2ccc(F)cc2)CC/C=C/C[C@H]1CC(=O)N(CCO)Cc1ccccc1	i	i	-2	9
59	CC(NC(=O)COC(=O)c1c[nH]c2ccccc12)c1ccccc1 (stereo not given)	i	i	0	2
60	CCOc1ccccc1N1CCN(C(=O)c2ccccc2OCc2c(C)noc2C)CC1	i	i	-6	-1
61	CCOc1ccccc1N1CC(C(=O)NC2CCCCCC2)CC1=O (stereo not given)	i	i	3	-10
62	N#Cc1ccc(OCC(=O)OCC(=O)NC2CC2)cc1	i	i	-3	3
63	C[C@H](CO)N1C[C@H](C)[C@@H](CN(C)C(=O)Nc2ccc3c(c2)OCO3)Oc2c(NC(=O)Nc3ccc(C(F)(F)F)cc3)cccc2C1=O	i	i	8	-2
64	COc1ccc(C)cc1NC(=O)CO/N=C(\N)CC(=O)NC1CCCCC1	i	i	-7	0
65	COc1cc(OC)cc(C(=O)OCC(=O)c2cc(C)n(CC3CCCO3)c2C)c1 (stereo not given)	i	i	5	1
66	CC(C)(C)OC(=O)C[C@@H]1C/C=C\C[C@@H](CC(=O)N(CCO)Cc2ccccc2)C(=O)N[C@H](Cc2c[nH]c3ccccc23)COC1=O	i	i	7	-1
67	COCc1ccc(C(=O)Nc2cccc(S(=O)(=O)N(C)c3ccccc3)c2)cc1	i	i	6	-3
68	CC(=O)Nc1ccc(SC[C@H](C)CN2CC[C@H](C(C)(C)C)CCC2=O)cc1	i	i	1	6
69	O=C(N[C@H]1CCC(=O)N(CCSc2ccc(Br)cc2)CC1)OCc1ccccc1	i	i	0	7
70	COc1ccc(CN(C)C(=O)CCc2ccc(S(=O)(=O)N3CCCCCC3)cc2)c(OC)c1	i	i	8	-1
71	Cc1ccc(S(=O)(=O)N2CCOCC2)cc1NC(=O)COC(=O)c1ccc(Cl)nc1	i	i	3	3
72	Cc1ccc(S(=O)(=O)Nc2ccccc2-c2nc3ccccc3[nH]c2=O)cc1	i	i	-7	2
73	O[C@H]1c2ccccc2[C@H](Cc2cncs2)[C@@H]1Br	i	i	0	-8
74	COc1cccc(NC(=O)CN(C)C(=O)c2ccccn2)c1	i	i	-5	1
75	Cc1ccc(C)c(S(=O)(=O)NCCC(=O)N2CCCC(C(N)=O)C2)c1 (stereo not given)	i	i	0	0
76	O=C(C1CCN(S(=O)(=O)c2c(Cl)cccc2Cl)CC1)N1CCCC1	i	i	-3	0
77	C[C@H](NC(=O)c1[nH]cnc1C(=O)Nc1ccccc1)c1ccccc1	i	i	5	10
78	O=C(c1ccc2ccccc2n1)N1CCN(S(=O)(=O)c2ccccc2)CC1	i	i	-8	-2
79	O=C(c1ccc(NS(=O)(=O)c2ccccc2)cc1)N1CCN(c2ccccc2)CC1	i	i	-1	1
80	CN(C(=O)c1ccc(NC(=O)Cc2cccc(NC(=O)C3CCCN(C(=O)C4CCCCC4)C3)c2)cc1)C1CCCC1 (stereo not given)	i	i	14	1
81	Cc1cc(C)nc(SCC(=O)NCC2COc3ccccc3O2)n1 (stereo not given)	i	i	-4	7
82	Cc1ccc(NC(=O)CN(C)C(=O)c2cc3c(s2)CCCCC3)cc1	i	i	6	9
83	CNC[C@H]1Oc2c(NC(=O)C3CCCCC3)cccc2C(=O)N([C@H](C)CO)C[C@@H]1C	i	i	2	-3
84	CC1CCC(NC(=O)CSc2nncn2C)CC1 (stereo not given)	i	i	-1	3
85	O=C(C[C@@H]1C/C=C\C[C@H](Cc2ccc(F)cc2)C(=O)OCCNC1=O)N[C@H](CO)Cc1ccccc1	i	i	-4	-2
86	O=c1c(-c2c(O)cc(O)c3c2O[C@H](c2ccc(O)cc2)CC3)c(-c2ccc(O)cc2)oc2cc(O)cc(O)c12	i	i	3	35
87	NC(=O)C1CCN(c2nc(-c3cccc(Cl)c3)cs2)CC1	i	i	-1	1
88	COc1ccc(C(=O)Nc2ccc(Br)cn2)cc1S(=O)(=O)N1CCOCC1	i	i	1	43
89	CC(C)c1ccc(S(=O)(=O)N2CCN(C(C)C(=O)N3CCCC3)CC2)cc1 (stereo not given)	i	i	-3	-4
90	Cc1ccc(C(=O)c2nc(C(=O)NCCO)nc3ccccc23)cc1	i	i	0	-19
91	COc1cc(/C=C/C(=O)OCc2csc(CC(=O)Nc3ccc(C)cc3)n2)ccc1OCC#N	i	i	-4	-1
92	CCN(CC(=O)Nc1ccc(OC)cc1)C(=O)c1ccc2ccccc2c1	i	i	-4	-5
93	Cc1ccc(CN2[C@@H](Cc3ccccc3)C(=O)CS2(=O)=O)cc1	i	i	2	0

These rows are one share of the data, so the mix of outcomes need not match the whole.
